EPAC1 ag: qHTS for Agonist of cAMP-regulated guanine nucleotide exchange factor 3 (EPAC1): primary screen; Rap guanine nucleotide exchange factor 3 (Homo sapiens), O95398; EPAC1 agonist qHTS, biochemical assay; response scale: 100% = response to 6.5 mM cAMP; Potency, µM (highest dose often 154 µM), without a hit: at the highest dose activation, usual class: activators; 360,000 tested, 0.073% active; AID 720707, 2013; note: potency is the fitted concentration of half-maximal effect; nearly all actives have a fitted effect of over 60% in size
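Normalized to 6.5 mM cAMP, activity reflects EPAC1-catalysed release of BODIPY-GDP from Rap1B, followed kinetically over 30 min at 480 nm excitation, 540 nm emission. Reaction contained 100 nM EPAC1, 250 nM Rap1B-BODIPY-GDP, 50 uM GDP.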
PI5P4Ka inh: qHTS for Inhibitors of phosphatidylinositol 5-phosphate 4-kinase (PI5P4K); Phosphatidylinositol 5-phosphate 4-kinase type-2 alpha (Homo sapiens), P48426; PI5P4Kalpha enzyme, ADP-Glo luminescence, 60 min; hits give low values; max response, %; 330,000 tested, 1.2% active; AID 652105, 2013; active = max response of -50% or lower; inconclusive = between -30% and -50%; inactive = -30% or higher; note: value at the top dose of about 77 µM; % is set by controls: 0 for no effect and ±100 for the full control effect
Target sequence (P48426 whole entry, looked up): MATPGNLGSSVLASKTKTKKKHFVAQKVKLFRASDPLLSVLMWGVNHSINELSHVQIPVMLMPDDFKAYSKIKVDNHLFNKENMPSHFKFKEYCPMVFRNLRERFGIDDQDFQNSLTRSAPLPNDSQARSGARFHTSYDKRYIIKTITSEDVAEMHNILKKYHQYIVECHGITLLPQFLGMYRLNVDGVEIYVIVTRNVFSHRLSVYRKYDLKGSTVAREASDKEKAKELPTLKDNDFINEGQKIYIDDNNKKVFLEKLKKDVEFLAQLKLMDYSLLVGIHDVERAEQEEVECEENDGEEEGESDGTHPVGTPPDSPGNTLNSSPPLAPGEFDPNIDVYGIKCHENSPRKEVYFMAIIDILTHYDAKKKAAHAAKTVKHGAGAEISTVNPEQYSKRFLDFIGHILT
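ADP-Glo luminescence end-point read after a 60 min room-temperature kinase reaction of PI5P4Kalpha plus substrate, initiated with ATP at 5 microM final. Buffer: 0.038 M HEPES pH 7.4, EGTA, 0.1% CHAPS, 5% DMSO.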
CCT modulator: High-Throughput Screening for Modulators of Cytosolic Chaperonin Activity; purified chaperonin ATPase assay, HTRF ADP detection, 30 min; activity change, % (test concentration not listed), hits read low; 360,000 tested, 0.3% active; AID 651819, 2012; in the data active = activity change below about -30%; note: % is set by controls: 0 for no effect and ±100 for the full control effect
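ATPase activity: ADP formed was measured by HTRF Transcreener (665/615 nm ratio) after 30 min at 37 deg C with 10 uM ATP. Compounds screened at one 76 uM concentration against 40 or 20 nM TRiC in Tris pH 7.4/KCl/MgCl2/DTT buffer.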
PLK1 PBD block: qHTS for Inhibitors of PLK1-PDB (polo-like kinase 1 - polo-box domain): Primary Screen; Serine/threonine-protein kinase PLK1 (Homo sapiens), P53350; Plk1 PBD binding of FITC phosphopeptide, fluorescence polarization; Potency, µM, for inactives: max response, negative = inhibition, hits mostly inhibitors; 360,000 tested, 2.8% active; AID 720504, 2013; note: potency is the fitted concentration of half-maximal effect; series mostly up to about 57 µM; % is set by controls: 0 for no effect and ±100 for the full control effect; nearly all actives have a fitted effect of over 65% in size
Target sequence (P53350 whole entry, looked up, the tested form may be a part): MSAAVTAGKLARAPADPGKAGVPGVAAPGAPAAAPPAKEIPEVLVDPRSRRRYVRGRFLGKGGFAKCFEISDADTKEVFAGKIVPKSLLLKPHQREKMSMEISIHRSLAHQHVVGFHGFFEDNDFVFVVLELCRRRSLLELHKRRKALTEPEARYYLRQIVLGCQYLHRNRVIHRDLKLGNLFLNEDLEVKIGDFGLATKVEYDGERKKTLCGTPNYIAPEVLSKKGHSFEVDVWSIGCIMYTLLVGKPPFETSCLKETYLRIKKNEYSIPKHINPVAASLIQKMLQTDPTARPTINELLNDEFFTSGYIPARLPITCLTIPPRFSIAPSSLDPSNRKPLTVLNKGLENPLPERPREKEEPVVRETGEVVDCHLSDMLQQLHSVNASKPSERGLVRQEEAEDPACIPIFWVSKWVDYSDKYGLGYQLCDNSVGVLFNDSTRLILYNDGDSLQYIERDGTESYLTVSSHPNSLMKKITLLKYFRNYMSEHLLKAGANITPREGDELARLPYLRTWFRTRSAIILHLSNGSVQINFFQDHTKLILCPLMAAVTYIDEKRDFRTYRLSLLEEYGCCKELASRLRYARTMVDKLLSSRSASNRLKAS
WRN helicase inh: qHTS for Inhibitors of WRN Helicase; Bifunctional 3'-5' exonuclease/ATP-dependent helicase WRN (Homo sapiens), Q14191; WRN helicase unwinding, fluorescent forked duplex, kinetic; 360,000 tested, 0.46% active; Potency, µM (top dose mostly 114 µM), inactives show top-dose activity change, negative = inhibition, usual class: inhibitors; note: potency is the fitted concentration of half-maximal effect; % is set by controls: 0 for no effect and ±100 for the full control effect; nearly all actives have a fitted effect of over 55% in size
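Primary qHTS, 1536-well format. 20 nM WRN + compound, 15 min RT; start with 100 nM forked fluorophore/quencher duplex, 2 mM ATP (final); kinetic read ex 525/em 598 nm.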
IL2 activator: qHTS of IL-2 Activators; IL-2 activation reporter assay, cell-based qHTS; stimulated with anti-CD3/CD4/CD28 beads; in transgenic mouse T cells; activation, % (series mostly up to about 46 µM); 360,000 tested, 0.065% active; AID 652025, 2013; in the data active = activation above about 50%; inconclusive = mostly about 30% to 49%; note: 0% is about no effect
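Screening format: compound pinned onto unstimulated transgenic mouse T cells, 60 min incubation, then anti-CD3/anti-CD4/anti-CD28 bead stimulation for 18 hours at 37 degrees C, followed by EGFP and DsRed detection.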
EPAC1 antag: qHTS for Antagonist of cAMP-regulated guanine nucleotide exchange factor 3 (EPAC1): primary screen; Rap guanine nucleotide exchange factor 3 (Homo sapiens), O95398; EPAC1 GEF assay, Rap1b-BODIPY-GDP exchange fluorescence; Potency, µM (highest dose often 115 µM), inactives show top-dose activity change, negative = inhibition, most hits filed as inhibitors; 360,000 tested, 0.14% active;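 note: potency is the fitted concentration of half-maximal effect; plate controls were vehicle for no effect and positive control for full effect; nearly all actives have a fitted effect of over 50% in size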
EPAC2 ag: qHTS for Agonist of cAMP-regulated guanine nucleotide exchange factor 4 (EPAC2): primary screen; Potency, µM (top dose mostly 154 µM), inactives show top-dose activation, most hits filed as activators; AID 720711, 2013; 360,000 tested, 0.079% active; EPAC2 activation, biochemical qHTS; response scale: 100% = 6.5 mM cAMP response; note: potency is the fitted concentration of half-maximal effect; nearly all actives have a fitted effect of over 50% in size
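Guanine nucleotide exchange by EPAC2 is measured as reduced fluorescence of BODIPY-GDP once it is released from 250 nM Rap1B. Plates are read kinetically for 30 min at room temperature; results are scaled to 6.5 mM cAMP.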
The depositor's hits bear a star; [ ] = dose if it differs, or a comment. Unless noted, calls come from the whole dose curve; as a rule, active = well fitted curve in the direction sought with a large enough effect; inconclusive = small, poorly fitted or top-dose-only effect, or another doubt; inactive = no such curve, though single readings can be large; an effect the other way counts as inactive or inconclusive.

Screening CCCn1c(SCC(=O)NC2CCCC(C)C2C)n[nH]c1=O (centres undefined) returned EPAC1 ag 0%, PI5P4Ka inh 3, CCT modulator 0.6, PLK1 PBD block -1%, WRN helicase inh 1%, IL2 activator 1.5, EPAC1 antag 0% and EPAC2 ag 5%.
For Brc1ccccc1-n1nnc(-c2nccs2)n1 the results were EPAC1 ag -3%, PI5P4Ka inh -3, CCT modulator -5.5, PLK1 PBD block -27%, WRN helicase inh 0%, IL2 activator -2.5, EPAC1 antag inconclusive and EPAC2 ag 4%.
Cc1nn(CC(=O)Nc2ccc(S(=O)(=O)N(C)C)cc2)c(C)c1[N+](=O)[O-] was read as EPAC1 ag -9%, PI5P4Ka inh -3, CCT modulator -0.3, PLK1 PBD block -25%, WRN helicase inh 13%, IL2 activator 0.3, EPAC1 antag -24% and EPAC2 ag -1%.
For CCc1ccc(NC(=O)C(=O)NCCN2CCN(C(=O)c3ccco3)CC2)cc1 the results were EPAC1 ag 3%, PI5P4Ka inh -10, CCT modulator -1.1, PLK1 PBD block -4%, WRN helicase inh -12%, IL2 activator 1.1, EPAC1 antag -16% and EPAC2 ag 0%.
`COc1ccc2nc(SCC(=O)NCc3ccc(OC)c(OC)c3)[nH]c2c1` gave EPAC1 ag -6%, PI5P4Ka inh -11, CCT modulator -1.2, PLK1 PBD block inconclusive, WRN helicase inh 3%, IL2 activator -2.1, EPAC1 antag -8% and EPAC2 ag 2%.
`CCOC(=O)C1=C[C@@H](C(C)(C)C)N(S(=O)(=O)c2ccc(C)cc2)[C@H]1c1ccc(C)cc1` gave EPAC1 ag 3%, PI5P4Ka inh 5, CCT modulator 1.8, PLK1 PBD block -6%, WRN helicase inh -8%, IL2 activator -0.6, EPAC1 antag -10% and EPAC2 ag 8%.
N#Cc1c(-c2ccccc2)nc(SCc2cccc(C(F)(F)F)c2)[nH]c1=O was read as EPAC1 ag -5%, PI5P4Ka inh -4, CCT modulator 0.3, PLK1 PBD block 24µM*, WRN helicase inh -14%, IL2 activator 1.5, EPAC1 antag 71µM* and EPAC2 ag -7%.
For C=CCn1nc(-c2ccccc2)c2c(C)onc2c1=O the results were EPAC1 ag 6%, PI5P4Ka inh -1, CCT modulator 1.1, PLK1 PBD block 8%, WRN helicase inh -4%, IL2 activator inconclusive, EPAC1 antag -7% and EPAC2 ag -1%.
Screening COc1ccc(Cn2c(CCC(=O)N3CCN(c4ccccn4)CC3)nc3ncccc3c2=O)cc1 returned EPAC1 ag -1%, PI5P4Ka inh 3, CCT modulator -3.0, PLK1 PBD block -9%, WRN helicase inh -1%, IL2 activator -0.4, EPAC1 antag -4% and EPAC2 ag 8%.
For CNS(=O)(=O)c1ccc2nc(NC(=O)c3ccc(N4C(=O)CCC4=O)cc3)sc2c1 the results were EPAC1 ag -3%, PI5P4Ka inh inconclusive, CCT modulator 0.8, PLK1 PBD block 7.5µM*, WRN helicase inh 10%, IL2 activator -1.0, EPAC1 antag -16% and EPAC2 ag -3%.

A run of entries from the list above, for reference:
Screening CCCn1c(SCC(=O)NC2CCCC(C)C2C)n[nH]c1=O (centres undefined) returned EPAC1 ag 0%, PI5P4Ka inh 3, CCT modulator 0.6, PLK1 PBD block -1%, WRN helicase inh 1%, IL2 activator 1.5, EPAC1 antag 0% and EPAC2 ag 5%.
For Brc1ccccc1-n1nnc(-c2nccs2)n1 the results were EPAC1 ag -3%, PI5P4Ka inh -3, CCT modulator -5.5, PLK1 PBD block -27%, WRN helicase inh 0%, IL2 activator -2.5, EPAC1 antag inconclusive and EPAC2 ag 4%.
Cc1nn(CC(=O)Nc2ccc(S(=O)(=O)N(C)C)cc2)c(C)c1[N+](=O)[O-] was read as EPAC1 ag -9%, PI5P4Ka inh -3, CCT modulator -0.3, PLK1 PBD block -25%, WRN helicase inh 13%, IL2 activator 0.3, EPAC1 antag -24% and EPAC2 ag -1%.

Following part:
S=c1[nH]c2cc(Cl)ccc2s1 was read as EPAC1 ag 2%, CCT modulator 1.1, PLK1 PBD block 1.9µM*, WRN helicase inh -9%, IL2 activator 0.6, EPAC1 antag 10% and EPAC2 ag 6%.
Screening CCCCn1c(N)c(N(CC(C)C)C(=O)C2=COCCO2)c(=O)[nH]c1=O returned EPAC1 ag 9%, PI5P4Ka inh 0, CCT modulator -1.4, PLK1 PBD block -24%, WRN helicase inh 5%, IL2 activator 0.1, EPAC1 antag -7% and EPAC2 ag 9%.
Screening CS(=O)(=O)N1CCN(c2c(Cl)cccc2[N+](=O)[O-])CC1 returned EPAC1 ag 0%, CCT modulator -1.6, PLK1 PBD block -3%, WRN helicase inh -9%, IL2 activator -3.0, EPAC1 antag 25% and EPAC2 ag 7%.
CCN(CC)S(=O)(=O)c1ccc(C(=O)NCCc2cc3c(OC)ccc(OC)c3[nH]c2=O)cc1 was read as EPAC1 ag -9%, PI5P4Ka inh inconclusive, CCT modulator -3.0, PLK1 PBD block 0%, WRN helicase inh -2%, IL2 activator -3.4, EPAC1 antag 5% and EPAC2 ag -3%.
`CCOc1ccc(/C(O)=C2/C(=O)C(=O)N(CCOCCO)C2c2ccc(F)cc2)cc1` (centres undefined) gave EPAC1 ag -5%, PI5P4Ka inh 5, CCT modulator -7.5, PLK1 PBD block -5%, WRN helicase inh 3%, IL2 activator 0.2, EPAC1 antag 1% and EPAC2 ag 1%.
For C=CCN(CC=C)C(=O)CCc1nnc(CCc2c[nH]c3ccccc23)o1 the results were EPAC1 ag -15%, PI5P4Ka inh 0, CCT modulator 0.3, PLK1 PBD block -19%, WRN helicase inh -6%[57.1 µM], IL2 activator 1.4, EPAC1 antag -3% and EPAC2 ag -7%.
`Cc1ccc(NS(=O)(=O)c2cccc(C(=O)N/N=C/c3c(C)nn(-c4ccccc4)c3N3CCCC3)c2)c(C)c1` gave EPAC1 ag 2%, PI5P4Ka inh -8, CCT modulator 0.9, PLK1 PBD block 4%, WRN helicase inh -3%, IL2 activator 0.5, EPAC1 antag -3% and EPAC2 ag -5%.
Screening O=C(Nc1ccsc1C(=O)NC1CCCCC1)c1ccc(F)cc1 returned EPAC1 ag -3%, PI5P4Ka inh 0, CCT modulator -17, PLK1 PBD block -2%, WRN helicase inh -2%, IL2 activator -1.4, EPAC1 antag 4% and EPAC2 ag -16%.
COC(=O)c1cc(NC(=O)C2C3C=CC(C3)C2C(=O)O)cc(C(=O)OC)c1 (centres undefined) was read as EPAC1 ag 10%, CCT modulator -1.2, PLK1 PBD block -8%, WRN helicase inh -4%, IL2 activator -2.8, EPAC1 antag 9% and EPAC2 ag 5%.
`O=C(CC[C@H]1O[C@@H](n2ccc(=O)[nH]c2=O)[C@H](O)[C@@H]1O)N[C@H](Cc1ccccc1)C(=O)NCc1cccs1` gave EPAC1 ag 17%, PI5P4Ka inh 0, CCT modulator -0.1, PLK1 PBD block -9%, WRN helicase inh -4%, IL2 activator 0.4, EPAC1 antag -9% and EPAC2 ag 3%.
For CCOC(=O)Nc1ccc2c(c1)Nc1ccccc1S2 the results were EPAC1 ag 18%, CCT modulator -1.3, PLK1 PBD block -3%, WRN helicase inh -5%, IL2 activator -3.0, EPAC1 antag 3% and EPAC2 ag 3%.
O=C1CCC(C(=O)N2CCCC(C(=O)c3ccc4ccccc4c3)C2)=NN1 (centres undefined) was read as EPAC1 ag -3%, PI5P4Ka inh 5, CCT modulator 0.5, PLK1 PBD block 2%, WRN helicase inh -19%, IL2 activator -5.6, EPAC1 antag 9% and EPAC2 ag 8%.
C[C@@H](CN1C(=O)C(=O)NC[C@@H]1C)NC(=O)CC12CC3CC(CC(C3)C1)C2 was read as EPAC1 ag 3%, PI5P4Ka inh -4, CCT modulator -0.2, PLK1 PBD block -7%, WRN helicase inh 4%, IL2 activator -1.4, EPAC1 antag -3% and EPAC2 ag 11%.
Screening COC(=O)[C@@H]1C[C@H]1[C@@H](NC(=O)c1ccccc1)c1ccccc1 returned EPAC1 ag -2%, PI5P4Ka inh -3, CCT modulator 0.9, PLK1 PBD block -6%, WRN helicase inh 7%, IL2 activator 0.1, EPAC1 antag 0% and EPAC2 ag 1%.
`COc1ccc(/C=C(/NC(=O)c2cccs2)C(=O)N2CCOCC2)cc1OC` gave EPAC1 ag 7%, PI5P4Ka inh 7, CCT modulator -1.2, PLK1 PBD block -15%, WRN helicase inh -3%, IL2 activator -1.9, EPAC1 antag 2% and EPAC2 ag -1%.
`COc1ccccc1-n1c(SCC(=O)NC2CCCCC2)nc2c(c1=O)SCC2` gave EPAC1 ag -5%, PI5P4Ka inh -5, CCT modulator -0.1, PLK1 PBD block -3%, WRN helicase inh -5%, IL2 activator -0.4, EPAC1 antag 2% and EPAC2 ag 3%.
For Cc1ccc(NC(=S)NCCO)c(C)c1 the results were EPAC1 ag -4%, PI5P4Ka inh 7, CCT modulator -1.4, PLK1 PBD block -1%, WRN helicase inh 6%, IL2 activator -0.4, EPAC1 antag 9% and EPAC2 ag 2%.
Screening O=C(Nc1ccccc1C(=O)N1CCOCC1)c1cc2ccccc2o1 returned EPAC1 ag 9%, PI5P4Ka inh -10, CCT modulator -1.1, PLK1 PBD block 3%, WRN helicase inh 1%, IL2 activator 1.1, EPAC1 antag 1% and EPAC2 ag 17%.
`O=C(CCc1ccccc1)Oc1ccccc1[N+](=O)[O-]` gave EPAC1 ag 4%, PI5P4Ka inh 2, CCT modulator -1.0, PLK1 PBD block 0%, WRN helicase inh -21%, IL2 activator -0.4, EPAC1 antag -27% and EPAC2 ag 4%.
Screening COc1ccc(OCC(O)CN(CC(O)COc2ccc(OC)cc2)c2cccc(O)c2)cc1 (centres undefined) returned EPAC1 ag -2%, PI5P4Ka inh 1, CCT modulator 0.1, PLK1 PBD block -12%, WRN helicase inh -16%, IL2 activator -1.1, EPAC1 antag -9% and EPAC2 ag 17%.

Not all compounds are listed; the hit share may differ from the screen's.
